Screens from PubChem BioAssay.
GDH-TPI counter: counter-screen for M. tuberculosis FBA inhibitors: GDH-TPI coupled enzymes | GDH-TPI coupled enzyme counterscreen, NADH absorbance | inhibition, % at 4.8 µM | hit rate 1.2% among 360,000; in the data active = inhibition above about 30%;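 also: 0% = DMSO wells and 100% = wells lacking the enzyme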
Mtb FBA inh: inhibitors of M. tuberculosis fructose-bisphosphate aldolase | P9WQA3 | purified M. tuberculosis FBA, fluorescence read-out | inhibition, % at 1 µM | hit rate 2.3% among 360,000 | AID 588726; in the data active = inhibition above about 27%;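 also: 0% = vehicle and 100% = reference inhibitor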
MazEF act: MazEF (E. coli) toxin RNase activation; P0AE70; FAM/BHQ RNA-DNA oligo cleavage fluorescence, 5 h; activation, % at 20 µM; hit rate 0.32% among 350,000; AID 504720; in the data active = activation above about 50%
Target sequence (P0AE70 whole entry, looked up): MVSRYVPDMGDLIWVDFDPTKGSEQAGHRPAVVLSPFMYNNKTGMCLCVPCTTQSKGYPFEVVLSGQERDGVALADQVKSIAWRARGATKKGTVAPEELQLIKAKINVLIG
Rv3671c inh: Rv3671c (M. tuberculosis) protease inhibition; hit rate 0.048% among 320,000; AID 2606; P9WHR9; inhibition, % at 5.96 µM; in the data active = inhibition above about 38%;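 also: extracellular domain of Rv3671c used as enzyme; 0% = enzyme with DMSO and 100% = no enzyme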
Target sequence (P9WHR9 whole entry, looked up, the tested form may be a part): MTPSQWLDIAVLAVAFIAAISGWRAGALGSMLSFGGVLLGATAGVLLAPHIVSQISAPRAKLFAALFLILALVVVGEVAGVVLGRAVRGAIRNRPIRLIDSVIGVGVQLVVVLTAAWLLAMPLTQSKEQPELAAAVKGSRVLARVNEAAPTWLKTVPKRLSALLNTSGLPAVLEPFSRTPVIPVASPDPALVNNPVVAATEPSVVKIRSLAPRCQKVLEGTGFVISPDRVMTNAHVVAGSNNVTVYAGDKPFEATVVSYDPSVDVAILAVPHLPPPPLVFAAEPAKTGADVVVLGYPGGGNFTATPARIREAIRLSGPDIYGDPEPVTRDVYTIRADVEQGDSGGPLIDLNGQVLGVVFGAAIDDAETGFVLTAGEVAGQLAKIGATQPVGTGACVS
BoNT F protease: BoNT F light chain protease inhibition. Multiplex microsphere protease cleavage assay, flow cytometry. inhibition, % at 10 µM. hit rate 0.22% among 360,000. AID 588497; in the data active = inhibition above about 35%, passing the limit was not always enough; inconclusive = no clear call, values can overlap the other calls; also: plate controls were buffer without enzyme for full effect and enzyme alone for no effect
UGM FP inh: blocks M. tuberculosis UGM enzyme; hit rate 0.06% among 320,000; purified UGM, fluorescence polarization probe displacement; inhibition, % at 10 µM; AID 504406; in the data active = inhibition above about 10%, passing the limit was not always enough; inconclusive = no clear call, values can overlap the other calls
Target sequence (P9WIQ1 whole entry, looked up): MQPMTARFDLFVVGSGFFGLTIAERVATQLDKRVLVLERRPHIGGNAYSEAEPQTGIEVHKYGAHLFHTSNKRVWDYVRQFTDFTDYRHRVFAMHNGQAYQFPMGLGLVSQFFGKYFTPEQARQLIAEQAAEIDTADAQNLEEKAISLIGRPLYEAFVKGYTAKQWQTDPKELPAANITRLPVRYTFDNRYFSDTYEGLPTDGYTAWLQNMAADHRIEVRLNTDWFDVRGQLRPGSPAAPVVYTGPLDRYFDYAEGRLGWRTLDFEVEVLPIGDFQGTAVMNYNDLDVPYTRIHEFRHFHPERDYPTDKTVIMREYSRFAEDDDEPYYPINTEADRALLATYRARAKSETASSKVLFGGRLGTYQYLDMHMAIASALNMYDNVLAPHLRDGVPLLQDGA
FadD28 binding: inhibitors of Mycobacterium tuberculosis FadD28 bisubstrate binding. FadD28 bisubstrate probe binding, fluorescence polarization. inhibition, % at 12.5 µM. hit rate 0.22% among 360,000; in the data active = inhibition above about 8.5%, passing the limit was not always enough; inconclusive = no clear call, values can overlap the other calls
Mtb BioA inh: blocks M. tuberculosis BioA enzyme activity | purified M. tuberculosis BioA enzyme, plate reader | inhibition, % at 9.99 µM | hit rate 0.096% among 360,000; in the data active = inhibition above about 40%; inconclusive = no clear call, values can overlap the other calls
PrPC surface inh: cell surface PrPC inhibition, primary TR-FRET screen; P04156; TR-FRET read-out; inhibition, % at 13.8 µM; hit rate 0.43% among 370,000; in the data active = inhibition above about 24%; also: 0% = median of the test wells and 100% = reference compound wells
* marks the source's active call; other numbers are inactive results; ? = inconclusive; . = no result given; & = joins results of further samples. This is a random part of the collection; about 4.8% have a hit in one of these screens.

SMILES	GDH-TPI counter	Mtb FBA inh	MazEF act	Rv3671c inh	BoNT F protease	UGM FP inh	FadD28 binding	Mtb BioA inh	PrPC surface inh
COC(=O)c1[nH]c2cc(C)ccc2c1NC(=O)CN1CCN(c2ccccc2OC)CC1	3	2	6	13	2	1.0	-2.0	3.3	6
O=C(CC1Sc2ccccc2NC1=O)NCc1cccc(Cl)c1 (stereo not given)	-8	3	2	14	-2	2.1	-2.1	.	5
Cc1cc(C)cc(OCC(=O)O/N=C(\N)c2ccccc2Cl)c1	-17	1	1	-4	?	-0.7	-3.6	2.5	7
CCN(CC)C(=O)c1cc2cc(Br)ccc2oc1=O	4	-5	5	0	3	-2.1	-1.9	-0.3	-8
O=C(c1ccccc1Br)N1CCN(c2ccccc2)CC1	8	0	4	-2	1	-0.4	-0.2	0.0	7
COc1ccc(N2CC(C)Cn3c2nc2c3c(=O)n(Cc3ccc(C)cc3)c(=O)n2C)c(OC)c1 (stereo not given)	1	6	-3	1	7	-3.1	-1.1	-8.2	-6
COC(=O)c1cccc(-n2[nH]nnc2=S)c1	1	-1	1	-1	-2	-0.6	-0.3	3.4	-7
Cc1cccc(-n2c(O)c(C=NCc3ccccn3)c3ccccc3c2=O)c1	24	3	0	12	-2	-4.9	-1.3	.	-8
COc1ccc(C2CCCN2C(=O)Nc2ccc(F)cc2)cc1OC (stereo not given)	7	-1	8	0	-6	0.3	-1.4	31	-8
CN(c1ccccc1)S(=O)(=O)c1cccc(NC(=O)CSc2ncc(C(F)(F)F)cc2Cl)c1	7	0	-1	-130	-14	2.2	-1.4	4.6	9
Cc1ccc(NC(=O)CN(C)C(=O)CSc2nccn2C)cc1	-4	-4	7	3	-7	0.8	-3.4	0.1	5
CN(C)c1ccc(NC(=O)C[n+]2ccccc2)cc1	-1	0	-6	0	-40	-3.0	-1.7	-1.5	-1

Full records, quoted from the list.
Shown for COc1ccc(N2CC(C)Cn3c2nc2c3c(=O)n(Cc3ccc(C)cc3)c(=O)n2C)c(OC)c1 (stereo not given) → GDH-TPI counter: 1; Mtb FBA inh: 6; MazEF act: -3; Rv3671c inh: 1; BoNT F protease: 7; UGM FP inh: -3.1; FadD28 binding: -1.1; Mtb BioA inh: -8.2; PrPC surface inh: -6
Shown for COC(=O)c1cccc(-n2[nH]nnc2=S)c1 → GDH-TPI counter: 1; Mtb FBA inh: -1; MazEF act: 1; Rv3671c inh: -1; BoNT F protease: -2; UGM FP inh: -0.6; FadD28 binding: -0.3; Mtb BioA inh: 3.4; PrPC surface inh: -7
Shown for CCN(CC)C(=O)c1cc2cc(Br)ccc2oc1=O → GDH-TPI counter: 4; Mtb FBA inh: -5; MazEF act: 5; Rv3671c inh: 0; BoNT F protease: 3; UGM FP inh: -2.1; FadD28 binding: -1.9; Mtb BioA inh: -0.3; PrPC surface inh: -8

More structures
SMILES	GDH-TPI counter	Mtb FBA inh	MazEF act	Rv3671c inh	BoNT F protease	UGM FP inh	FadD28 binding	Mtb BioA inh	PrPC surface inh
Cc1cc(NC(=O)CCc2ccc(S(=O)(=O)N3CCOCC3)cc2)n(-c2ccccc2)n1	-2	2	0	1	-1	-0.3	-1.4	-0.6	12
COC(=O)C1=C(c2ccc(S(C)(=O)=O)cc2)C[C@@H]2CC[C@H]1N2C(=O)NC1CCCCC1	5	-1	1	-9	1	0.5	-2.7	0.2	4
COc1ccc(-n2c(=S)[nH]c3cc(C(=O)N4CCN(c5ccccc5)CC4)ccc3c2=O)cc1	-5	0	11	-1	9	-1.6	-3.7	-1.8	-1
CN1C(=O)CSC1=Nc1ccc(F)cc1	6	-1	-24	.	?	2.6	-0.9	-0.9	-8
Cc1ccc(-n2c(-c3ccncc3)n[nH]c2=S)cc1	9	5	2	5	-4	-3.9	-2.7	.	-5
N#Cc1ccc(Oc2cccnc2)cc1C#N	-2	0	0	-13	16	0.2	-5.0	1.3	1
Cc1ccc(N=CC2=C(O)CC(c3ccco3)CC2=O)cc1 (stereo not given)	23	0	4	-2	18	-2.1	0.0	3.3	-1
CCC(C)[C@@H](C(=O)N1CCNCC1)n1cc(CCCCN)nn1 (stereo not given in full)	6	5	3	3	-1	-1.3	0.5	-1.4	5
CCc1ccc2c(c1)c1nnc(NN)nc1n2CC	10	1	7	-8	-24	2.7	-1.8	0.7	-16
COc1ccc(-c2nnc(-c3ccccc3)o2)cc1OC	1	31*	7	-2	12	0.8	-1.6	6.0	-2
COc1cc(C2C(C(=O)c3ccco3)=C(O)C(=O)N2c2cc(C)on2)cc(Br)c1O (stereo not given)	14	4	6	4	-3	-1.9	1.5	-0.9	-9
CCCCCCC(=O)NNC(=O)c1c(O)c2ccccc2n(CC)c1=O	11	1	-2	14	-10	-1.8	-1.8	.	-1
COc1cccc(S(=O)(=O)N(C)C[C@@H]2OCc3cn(nn3)CCCC(=O)N([C@H](C)CO)C[C@H]2C)c1	9	5	5	.	0	.	-1.2	-1.1&0.8	-5
CCc1ccc(N2C(=O)c3sc4nnc(C)c(=O)n4c3C2=O)cc1	1	-1	3	3	7	1.3	-1.1	.	-1
Nc1cccc(S(=O)(=O)c2cccc(N)c2)c1	-2	1	9	3	?	-3.3	-4.3	-0.4	-5
O=C(CSc1ncnc2ccccc12)NC1CCS(=O)(=O)C1 (stereo not given)	3	4	-4	2	0	2.4	0.2	-6.1	10
CSc1cccc(NC(=O)Nc2ccc(Cl)cc2)c1	-4	-1	11	9	-6	0.0	-3.1	.	12
CCCCC1(C)NC(=O)N(CC(=O)Nc2cc(S(=O)(=O)N3CCOCC3)ccc2Cl)C1=O (stereo not given)	-3	2	6	-3	.	0.2	-0.9	0.2	-8
CCN1C(=O)[C@H]2[C@@H](c3ccc(C)cc3)N[C@]3(CCCN(Cc4ccc(C(F)(F)F)cc4)C3=O)[C@H]2C1=O	-1	1	-1	.	1	.	-1.9	2.1	-7
O=C(CC1C[C@H](C(=O)N2CCOCC2)[C@@]2(CCC3CCCC3)c3[nH]c4ccccc4c3CCN2C1=O)NCCCn1ccnc1 (stereo not given in full)	-3	-1	3	9	1	1.2	-4.3	0.9	-4
Cc1ccc(S(=O)(=O)N(Cc2cccc([N+](=O)[O-])c2)C(=O)N2CCN(C)CC2)cc1	-3	5	0	.	8	.	-2.1	.	-13
Cn1c(C(=O)NCCCN2CCc3ccccc3C2)cc2c(=O)n(C)c3ccccc3c21	5	4	-3	-3	-2	-3.0	-3.3	-1.2	-5
COc1ccc(C(=O)NNC(=S)NC(=O)c2cc(-c3ccccc3)nc3ccccc23)cc1	33*	2	-23	6	-3	1.5	-0.1	-6.3	9
O=C(Nc1nnc(-c2ccc3c(c2)CCCC3)o1)c1ccccc1Cl	7	2	3	6	-12	1.3	-1.6	0.2	-6
COC(=O)c1ccc(COc2ccccc2/C=N/NS(=O)(=O)c2ccc(C)cc2)cc1	12	0	-1	-56	-18	-0.3	-2.6	0.1	-1
COC(=O)N(NC(=O)C(O)(c1ccccc1)c1ccccc1)c1ccc(C)cc1	8	1	-3	-2	1	2.7	-2.8	.	3
O=C(NCc1ccccn1)C1CCN(S(=O)(=O)c2cc(Cl)ccc2Cl)CC1	6	4	4	-7	1	1.8	-2.6	2.9	1
CC(OC(=O)c1cc(Br)ccc1O)C(=O)NCc1ccc2c(c1)OCO2 (stereo not given)	1	6	-15	-9	-2	2.9	-0.2	-5.0	-5
CC(C)N1CCN(c2ccc(OCC3COC(Cn4cncn4)(c4ccc(Cl)cc4Cl)O3)cc2)CC1 (stereo not given)	1	5	10	.	-1	.	-4.1	.	-19
CC1CCC(NC(=O)CSc2nnc(-c3cccnc3)o2)CC1 (stereo not given)	0	1	12	5	4	0.1	-3.5	3.0	-4
COc1ccccc1NC(=O)COc1cccc2c1CCNC2=O	2	-2	3	2	-2	-1.2	-3.0	-0.7	-2
O=C(NC1CCCC1)c1ccc(CS(=O)Cc2ccc(Cl)cc2)o1 (stereo not given)	-3	-6	0	9	2	0.1	-4.8	0.6	-6
O=C(NC1CC2CCC(C1)N2Cc1ccccc1)c1ccccc1Cl (stereo not given)	0	-2	0	-2	?	0.4	0.7	3.7	-8
CC(C)N(C(=O)[C@H]1CC(CC(=O)NCc2ccco2)C(=O)N2CCc3c([nH]c4ccccc34)[C@]12C)C(C)C (stereo not given in full)	7	-3	2	-7	-8	0.3	-2.9	1.5	7
Cc1ccc(N(Cc2cc(=O)[nH]c3ccccc23)C(=O)C(C)C)c(C)c1	3	2	-16	-8	?	5.3	-4.2	-1.7	4
COc1ccc(-c2csc(N3C(=N)SCC3=O)n2)cc1	21	2	-3	2	-7	1.2	-2.7	-0.1	1
CC1(C)Cc2c(cnn2-c2ccc(F)cc2)C(NC(=O)CCN2CCCCC2=O)C1 (stereo not given)	2	6	6	.	-7	-4.1	2.9	-0.3	1
CCOc1ccccc1C(=O)Nc1nnc(Cc2ccc(OC)c(OC)c2)s1	0	3	-24	-8	-25	-0.4	0.2	-2.3	7
CC(Sc1ccccn1)C(=O)Nc1ccc2c(c1)OCO2 (stereo not given)	-2	2	4	3	-1	-0.4	-0.1	2.1	15
ON1C2CCCCC2N(O)C1c1ccccc1C(F)(F)F (stereo not given)	7	0	5	2	1	-0.5	-3.3	.	-7
NS(=O)(=O)c1cccnc1Nc1cccc(Cl)c1	6	4	-2	0	-2	-1.4	1.3	2.7	1
CCCN1C(=O)/C(=N\OCC(=O)NCC(F)(F)F)c2ccccc21	2	3	4	1	0	-1.0	0.4	.	-11
O=C(N/N=C/c1cccs1)c1ccc2nc[nH]c2c1	17	-2	3	2	-8	-0.2	-1.4	.	-3
Cc1cc(NC(=O)c2ccccc2)n(-c2nc3ccccc3[nH]2)n1	5	-1	1	2	0	-2.4	-0.3	.	9
CC(C(=O)Nc1ccccc1-c1ccccc1)N1CCN(S(=O)(=O)c2ccccc2)CC1 (stereo not given)	8	0	-1	4	-10	0.5	-1.2	.	3
CC1CCCCC1NC(=O)CO/N=C/c1ccccc1OC(F)F (stereo not given)	-3	-1	3	-4	-5	-2.1	-2.7	0.9	11
COc1cccc(C(=O)NC2CCCc3c2cnn3-c2ccc(C)c(C)c2)c1OC (stereo not given)	15	1	6	-6	12	2.0	-1.5	2.1	2
Cc1ccc(NC(=O)CN2C(=O)S/C(=C\c3ccc(C(=O)O)cc3)C2=O)cc1	6	-2	5	0	8	2.2	-4.1	-1.4	-7
CCCCn1c(N)c(N(CCOC)C(=O)c2cc(C)oc2C)c(=O)[nH]c1=O	-2	-2	-5	2	.	0.3	-4.0	-2.6	2
CC=C(C)C1(CCC)C(=O)NC(=S)NC1=O	-3	-2	-2	.	-8	.	-4.5	.	9
Cc1ccc(C)c(NC(=O)c2ccc3c(c2)N(Cc2ccc(F)cc2)C(=O)CS3=O)c1 (stereo not given)	4	-2	0	-28	2	0.4	-5.2	-0.8	-2
CCCCNC1c2ccccc2C(=O)N1Cc1ccccc1 (stereo not given)	-2	-1	6	10	21	-3.5	-5.0	-0.2	9
CN(C)S(=O)(=O)c1cc(NC(=O)CSc2cccc[n+]2[O-])ccc1Cl	2	2	2	-9	.	1.7	-0.3	0.1	3
Cc1nn(CC(=O)NC2CCC(C)CC2)c(C)c1[N+](=O)[O-] (stereo not given)	-1	5	-4	-6	4	-3.8	-1.0	-0.2	-4
CCOc1ccccc1NC(=O)c1cc(S(=O)(=O)N2CCC3(CC2)OCCO3)ccc1F	10	2	-1	-9	0	-2.1	-0.2	-1.4	-1
O=C(CN1C(=O)c2ccccc2S1(=O)=O)c1ccc2c(c1)OCCCO2	-5	0	8	2	?	0.4	-1.5	-0.3	3
O=C(Nc1ccc(F)cc1)C(c1ccccc1)N1CCN(C(=O)c2ccco2)CC1 (stereo not given)	9	-2	4	1	-1	0.2	-2.2	-2.8	-11
Cc1ccc(S(=O)(=O)N2CCN(C(=O)CN3C(=O)c4ccc([N+](=O)[O-])cc4C3=O)CC2)cc1C	0	-1	7	0	.	-1.0	0.8	-0.1	-8
